Compound activity (PubChem BioAssay)
Cav3 T inh = inhibitors of human Cav3.2 T-type calcium channel. O95180. Cav3.2-expressing cells, Fluo-4 calcium fluorescence FDSS; active compounds read low. B-score at 10 µM. 100,000 tested, 4% active. AID 449739;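 active means single-dose well whose peak fluorescence ratio is a statistical outlier from its plate by either plate-standardised score or position-corrected B-score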
* hit, by the source's call. Only part of the results is shown (hit frequency here may not be typical).

SMILES | Cav3 T inh
CC(C)c1cc(C(=O)Nc2ccc3c(c2)OCO3)no1 | -0.53
COc1ccc(CC(=O)Nc2oc(-c3ccccc3)c(-c3ccccc3)c2C#N)cc1OC | -5.6*
Cc1cc(C)n2nc(SCC(=O)N/N=C/c3cccc(Br)c3)nc2n1 | 1.5
Cc1ccc(S(=O)(=O)Cc2sc3ccccc3[n+]2C)cc1 | -0.7
O=c1[nH]c2cc3c(cc2cc1CN(Cc1ccc2c(c1)OCO2)Cc1nnnn1CC1CCCO1)OCO3 (configuration not stated) | -0.031
CC1(C)C2CCC13CS(=O)(=O)NC3C2 (configuration not stated) | -0.099
CCOC(=O)Cc1csc(NC(=O)c2cc3c(s2)CCCC3)n1 | -2.9
Nc1ccccc1N1CCOCC1 | 0.072
COc1cc(NC(=O)N2CCNC2=O)cc(C(=O)Nc2cccc(C(F)(F)F)c2)c1 | 0.49
CCOC(=O)CSc1nnc(-c2ccc(S(=O)(=O)N3CCC(C)CC3)cc2)o1 | 0.16
Cc1nn(Cc2ccc(Cl)cc2Cl)c(C)c1NC(=O)c1nc2n(n1)C(C(F)F)CC(C)N2 (configuration not stated) | -1.3
COc1ccc(N2C(=O)C3CCCN3C2c2ccc(C)cc2)cc1Cl (configuration not stated) | -0.053
O=C(N1CCOCC1)N1CCN(c2nc(-c3ccccc3)cs2)CC1 | 0.53
O=C(Nc1nnc(-c2ccc3c(c2)CCCC3)o1)c1ccc(Cl)cc1Cl | -3.2*
CC(=O)NC(C)c1nc2ccccc2n1Cc1ccccc1F (configuration not stated) | 0.24
CC(C)NC(=O)c1ccc2c(c1)N(CC(=O)N1CCOCC1)C(=O)C(C)(C)O2 | 0.26
COC(=O)c1cccc(NC(=O)CSc2nnc(COc3ccccc3)n2C)c1 | -0.55
Cc1ccc(/C=N\Nc2nc3ccc(Cl)cc3[nH]2)o1 | -4.1
O=C(CCCC(=O)N(CC(=O)NC1CCCCC1)CC1CCCO1)Nc1ccccn1 (configuration not stated) | 1.8
Cc1nc(NC(=O)c2ccccc2)sc1-c1csc(Nc2ccc(Cl)cc2)n1 | 1.1
CCCCC(=O)Nc1nn(C)c2nc3c(C)cccc3cc12 | 0.39
COc1cc(/C=C\C(=O)OCn2nnc3ccccc3c2=O)cc(OC)c1OC | -3.2
O=Cc1cn(CC(=O)NCC2CCCO2)c2ccccc12 (configuration not stated) | -2
Cc1cccc(NC(=O)c2cc(=O)c3ccccc3o2)n1 | 0.8
CCN1CCCC1CNC(=O)c1cc2c(C)nc3ccccc3c2o1 (configuration not stated) | -0.0072
Next records:
SMILES | Cav3 T inh
CC1=NOC2(C1)/C(=N/O)CCC/C2=N\O (configuration not stated) | 0.8
COc1ccc(NC(=S)NCCN2CCOCC2)c(OC)c1 | 0.61
CCN1C(=O)CC(NNC(=O)c2ccc(Cl)cc2)C1=O (configuration not stated) | 0.23
O=C1N[C@@H](Cc2ccccc2)C(=O)N2[C@@H]1C[C@]1(Br)c3ccccc3N(S(=O)(=O)c3ccccc3)[C@H]21 | -2.4
O=C(CSc1ccc(C(F)(F)F)cc1[N+](=O)[O-])Nc1ccccc1 | 0.52
Cc1cc(C)cc(OCC(=O)NCC2CCCO2)c1 (configuration not stated) | -0.27
CS(=O)(=O)N1CCC(C(=O)O)CC1 | 0.83
Cc1ccc(C(c2nnnn2CS(=O)(=O)c2ccc(C)cc2)N2CCC(C)CC2)cc1 (configuration not stated) | 0.0084
COc1ccc2cc(CN(CC3CCCO3)S(=O)(=O)c3ccccc3)c(=O)[nH]c2c1 (configuration not stated) | -0.1
COc1cccc(OCC(O)CN2CC(C)CC(C)C2)c1 (configuration not stated) | 0.31
CCc1ccc(NC(=O)c2cc(C)on2)cc1 | 0.14
COC(=O)c1cccc(NC(=O)C(C)N2C(=O)c3ccccc3C2=O)c1 (configuration not stated) | -3.1
COc1ccc(O)c(-c2[nH]ncc2C(=O)c2ccccc2)c1 | 0.83
O=C(CN1CCN(C2CCCCC2)CC1)Nc1ccccc1N1CCCCC1 | -0.12
COC(=O)c1ccc(C(=O)OC)c(NC(=S)N2CCCCC2)c1 | 0.18
CCCCc1ccc(C(=O)NC(C(=O)O)C(C)C)cc1 (configuration not stated) | -3.6
Cc1ccc(N(C(C)C(=O)O)S(=O)(=O)c2c(C)[nH]c(=O)[nH]c2=O)cc1 (configuration not stated) | -0.58
Cc1ccc(O)c(C2=NCCNC(C(F)(F)C(F)F)=C2)c1 | -0.31
Cc1cc2cc(CN(CCCN3CCOCC3)C(=O)NC3CCCCC3)c(=O)[nH]c2cc1C | 0.64
CCO[C@H]1OC(C(=O)N2CCOCC2)=C[C@@H](c2cn(C(C)=O)c3ccccc23)[C@@H]1CCCO | -0.076
Cc1cc(-c2c(C)[nH]n(-c3ccccc3)c2=O)n(-c2ccccc2)n1 | -0.32
COc1ccc(CCNC2CC(=O)N(CCc3ccccc3)C2=O)cc1 (configuration not stated) | 0.62
Cc1nc2ccc(S(=O)(=O)NCC(=O)O)cc2s1 | 0.14
Cc1nc(C)c2c(c1C(F)(F)F)-c1ccccc1C2(F)F | -0.29
O=C(NCCc1ccncc1)c1ccccc1F | 0.2
Continued:
SMILES | Cav3 T inh
Cc1ccc(C(=O)CSc2nnc(COc3cccc4cccnc34)o2)cc1 | 0.1
O=C(CSCC(=O)NC1CC1)Nc1ccccc1 | 0.26
Cc1ccc(SCc2ccc(C(=O)NCc3ccncc3)cc2)cc1 | -0.19
CC1CN=C(N(C(=O)Nc2ccccc2)C(C)C)S1 (configuration not stated) | -0.3
CCOC(=O)CN1CC23C=CC(O2)C(C(=O)Nc2ccc(F)cc2)C3C1=O (configuration not stated) | -0.41
Cc1cc(C)c2c(-n3cccc3)c(NC(=O)OCc3ccccc3)sc2n1 | 0.83
O=C(Nc1ccsc1C(=O)NC1CCCCC1)c1ccc(F)cc1 | -0.37
O=C(NCCCN1CCc2ccccc2C1)C1CCN(S(=O)(=O)N2CCCC2)CC1 | 1.2
COC(=O)c1ccc(C(c2c(N)n(CC(C)C)c(=O)[nH]c2=O)N2CCN(c3ccccc3)CC2)cc1 (configuration not stated) | -5.9*
CCn1c(=O)cc(SCC(=O)N(C)Cc2ccccc2)c2ccccc21 | 1.2
O=C(NCCc1c[nH]c2ccccc12)C(=O)NCC1OCCN1S(=O)(=O)c1ccc(Cl)cc1 (configuration not stated) | -7.1*
O=C(O)C1CCCCC1C(=O)NC1CCCCC1 (configuration not stated) | 0.46
Cn1c(NC(=O)c2ccc(F)c(F)c2)cc(=O)n(C)c1=O | 0.44
CCOC(=O)Cn1nc(-c2ccccc2)ccc1=O | 0.99
Cc1csc(SCC(=O)Nc2cccc(S(=O)(=O)N3CCCC3)c2)n1 | 0.0032
COc1ccc(S(=O)(=O)N2CCC(C(=O)Nc3cccc(C(C)=O)c3)CC2)cc1C | -1.2
CCc1ccc2[nH]c(=O)c(C(c3nnnn3Cc3ccccc3)N3CCOCC3)cc2c1 (configuration not stated) | -0.19
CCn1nnnc1SCC(=O)N1c2ccccc2CCc2ccccc21 | 0.83
CCOC(=O)Cn1c(CN2CCOCC2)nc2c1c(=O)[nH]c(=O)n2C | -0.017
O=C1CC(N2CCN(c3ccccc3Cl)CC2)C(=O)N1c1ccc(F)cc1 (configuration not stated) | 0.053
Cc1cc(Cl)c(OCCN2C(=O)NC(C)(C)C2=O)c(Br)c1 | 1.1
CCCCCCCn1c(=N)n(CC(=O)c2ccco2)c2ccccc21 | -2.6*
CCn1c(=O)c2c(nc(SCC(=O)NCC3CCCO3)n2C)n(C)c1=O (configuration not stated) | -2.5
CCOc1ccc(C(=O)Nc2c3c(nn2-c2ccc(C)cc2)CS(=O)C3)cc1OCC (configuration not stated) | -0.92
CCC(C)N(C(=O)Cn1nnc2ccccc21)C(C(=O)NCc1ccco1)c1cccc(OC)c1 (configuration not stated) | 1.6

22 entries out of the list, arranged by count of non-hydrogen atoms, smallest number first.
SMILES | Cav3 T inh
CS(=O)(=O)N1CCC(C(=O)O)CC1 | 0.83
CC1(C)C2CCC13CS(=O)(=O)NC3C2 (configuration not stated) | -0.099
CC1=NOC2(C1)/C(=N/O)CCC/C2=N\O (configuration not stated) | 0.8
CCc1ccc(NC(=O)c2cc(C)on2)cc1 | 0.14
O=C(CSCC(=O)NC1CC1)Nc1ccccc1 | 0.26
Cc1ccc(/C=N\Nc2nc3ccc(Cl)cc3[nH]2)o1 | -4.1
CCCCc1ccc(C(=O)NC(C(=O)O)C(C)C)cc1 (configuration not stated) | -3.6
Cc1cc(Cl)c(OCCN2C(=O)NC(C)(C)C2=O)c(Br)c1 | 1.1
CCCCC(=O)Nc1nn(C)c2nc3c(C)cccc3cc12 | 0.39
COC(=O)c1ccc(C(=O)OC)c(NC(=S)N2CCCCC2)c1 | 0.18
O=C(Nc1ccsc1C(=O)NC1CCCCC1)c1ccc(F)cc1 | -0.37
O=C(N1CCOCC1)N1CCN(c2nc(-c3ccccc3)cs2)CC1 | 0.53
O=C(Nc1nnc(-c2ccc3c(c2)CCCC3)o1)c1ccc(Cl)cc1Cl | -3.2*
O=C1CC(N2CCN(c3ccccc3Cl)CC2)C(=O)N1c1ccc(F)cc1 (configuration not stated) | 0.053
CC(C)NC(=O)c1ccc2c(c1)N(CC(=O)N1CCOCC1)C(=O)C(C)(C)O2 | 0.26
COC(=O)c1cccc(NC(=O)CSc2nnc(COc3ccccc3)n2C)c1 | -0.55
COc1ccc(S(=O)(=O)N2CCC(C(=O)Nc3cccc(C(C)=O)c3)CC2)cc1C | -1.2
O=C(CCCC(=O)N(CC(=O)NC1CCCCC1)CC1CCCO1)Nc1ccccn1 (configuration not stated) | 1.8
CCc1ccc2[nH]c(=O)c(C(c3nnnn3Cc3ccccc3)N3CCOCC3)cc2c1 (configuration not stated) | -0.19
O=C(NCCc1c[nH]c2ccccc12)C(=O)NCC1OCCN1S(=O)(=O)c1ccc(Cl)cc1 (configuration not stated) | -7.1*
CCC(C)N(C(=O)Cn1nnc2ccccc21)C(C(=O)NCc1ccco1)c1cccc(OC)c1 (configuration not stated) | 1.6
O=c1[nH]c2cc3c(cc2cc1CN(Cc1ccc2c(c1)OCO2)Cc1nnnn1CC1CCCO1)OCO3 (configuration not stated) | -0.031

The results go on.
SMILES | Cav3 T inh
O=C1Nc2cc(Cl)ccc2Nc2cscc21 | -2.1
Cn1cc(C(c2ccccn2)c2cn(C)c3ccccc23)c2ccccc21 | -6.6*
C/C=C(\C)CN1CCN(c2cccc(C)c2C)CC1 | 0.12
CCNc1nc(NCC)nc(C(=O)Nc2ccccc2)n1 | 0.12
CCCN1CC=C2C(C#N)=C(N)C(C#N)(C#N)C(c3cc(OC)ccc3OC)C2C1 (configuration not stated) | -0.11
C=CCc1c(C)nc(C)nc1N/N=C/c1ccc([N+](=O)[O-])cc1 | 0.81
O=c1cc(Nc2ccc3c(c2)OCCO3)[nH]c(=O)n1-c1ccc(Cl)cc1 | -0.84
CC(C)N(Cc1nc(-c2ccccc2)no1)S(=O)(=O)c1ccccc1 | -3.7
Cc1cc(C)nc(SCC(=O)N2CCC(C(N)=O)CC2)n1 | 0.05
CCOc1ccccc1N1CC(C(=O)Nc2ccccc2N2CCOCC2)CC1=O (configuration not stated) | 1
COc1ccc(-n2ncc3c(NCC4CCCO4)ncnc32)cc1 (configuration not stated) | 2.2
Cc1cccc(-n2c(CNC(=O)c3ccc(S(=O)(=O)N4CCCC4)cc3)n[nH]c2=S)c1 | 0.24
O=C(CN1CCOCC1)Nc1cc(Cl)ccc1Cl | -0.96
CCCSc1nc2c(cnn2-c2ccc(F)cc2)c(=O)[nH]1 | -0.53
CC(C)(C)[C@H]1C=C(C(=O)NC2CC2)O[C@@H](OCc2ccc(CO)cc2)C1 | 0.42
Cc1noc(C)c1CSc1nnnn1-c1ccc(Cl)cc1 | 0.5
CCn1c(SCC(=O)N2CCCCC2)nc2c(c1=O)SC(C)C2 (configuration not stated) | 3.4
O=S(=O)(Nn1cnnc1)c1ccccc1 | 0.29
Cc1ccc(C(=O)NCCSc2snnc2C)cc1 | 0.63
CCOc1cc(C)ccc1OCc1nnc(SCC(=O)c2cccc([N+](=O)[O-])c2)n1CC | -0.95
COC(C/C=C\C(=O)[C@H](C)OCc1ccccc1)OC | 0.14
CC(=O)c1c(C)[nH]c(C(=O)OCC(=O)N2CCc3ccccc32)c1C | -0.88
NC(=O)CC(NC(=O)Cc1cccc2ccccc12)c1ccc(NCCc2cccc(F)c2)c([N+](=O)[O-])c1 (configuration not stated) | -0.66
Cc1ccc(SCc2noc(C(=O)NCC3CCCO3)c2C(=O)O)cc1C (configuration not stated) | 0.51
CC(=O)Nc1ccc(-n2cnnn2)cc1 | -0.32
The listing continues.
SMILES | Cav3 T inh
CCCC(CCC)n1[nH]c(=O)c2c(C)cc(C)nc21 | 0.54
CCOC(=O)c1c(NC(=O)CCN2CCOCC2)sc2c1CC(C)(C)OC2 | 0.29
CCOC(=O)Nc1ccc2c(c1)N(C(=O)OC)c1ccccc1CC2 | -0.28
Cc1ccc(-n2c(Cc3cccn3C)nnc2SCC(=O)Nc2nnc(C)s2)cc1 | -0.53
Cc1ccc2nc(-c3ccccc3)cc(C(=O)O)c2c1 | 0.48
CCOC(=O)C1=C(C)N=C2SCCC(=O)N2C1c1ccc(C(=O)OC)cc1 (configuration not stated) | 0.68
CC1(C)CC(=O)C2=C(C1)Oc1ncn(CCCO)c(=N)c1C2c1ccccc1 (configuration not stated) | 2.5
CC(C)C[C@H](NC(=O)c1[nH]cnc1C(=O)Nc1ccccc1)C(=O)OC(C)(C)C | 1.6
CCOc1ccc(C(c2nnnn2Cc2ccccc2)N2CCN(C(=O)c3ccco3)CC2)cc1 (configuration not stated) | -1.4
Cc1ccc(C(=O)ONc2ccc(N=O)cc2)cc1 | 0.31
Cc1ccc(Cc2cnc(NC(=O)/C(C#N)=C/c3ccc(-c4cccc([N+](=O)[O-])c4)o3)s2)cc1 | 0.14
c1ccc(OCCOc2ncnc3ccccc23)cc1 | -0.012
Cc1ccc(C(C)NC(=O)/C(C#N)=C\c2c(C)[nH]c3ccccc23)cc1 (configuration not stated) | 0.49
CCCCC(C)(O)C/C=C/[C@H]1[C@H](O)CC(=O)[C@@H]1CCCCCCC(=O)OC (some centres not stated) | 0.82
COc1ccc(/C=C/C(=O)c2ccccc2O)cc1 | -0.67
C/C(N)=C(/C#N)C(=O)CSc1nnc(Nc2cccc(C)c2C)s1 | -0.069
C=CCn1c(SCC(=O)Nc2ccc(C(=O)OCC)cc2)nnc1-c1cccs1 | 0.15
COc1ccc(N2CC(C(=O)Nc3cc(C)on3)CC2=O)cc1 (configuration not stated) | 1
